Compound activity from PubChem BioAssay.
FadD28 FP inh – blocks FadD28 binding to the bisubstrate probe. fluorescence polarization. inhibition, % at 12.5 µM. actives 0.22% (n = 360,000). AID 588549; in the data active = inhibition above about 8.5%, passing the limit was not always enough; inconclusive = no clear call, values can overlap the other calls
Mtb BioA inh – BioA (M. tuberculosis) enzyme inhibition; purified M. tuberculosis BioA enzyme, plate reader; inhibition, % at 9.99 µM; actives 0.096% (n = 360,000); AID 602481; in the data active = inhibition above about 40%; inconclusive = no clear call, values can overlap the other calls
BoNT F protease – BoNT F light chain protease inhibition; Multiplex microsphere protease cleavage assay, flow cytometry; inhibition, % at 10 µM; actives 0.22% (n = 360,000); AID 588497; in the data active = inhibition above about 35%, passing the limit was not always enough; inconclusive = no clear call, values can overlap the other calls; also: plate controls were buffer without enzyme for full effect and enzyme alone for no effect
UGM FP inh – inhibitors of M. tuberculosis UDP-galactopyranose mutase; purified UGM, fluorescence polarization probe displacement; inhibition, % at 10 µM; actives 0.06% (n = 320,000); in the data active = inhibition above about 10%, passing the limit was not always enough; inconclusive = no clear call, values can overlap the other calls
Target sequence (P9WIQ1 whole entry, looked up): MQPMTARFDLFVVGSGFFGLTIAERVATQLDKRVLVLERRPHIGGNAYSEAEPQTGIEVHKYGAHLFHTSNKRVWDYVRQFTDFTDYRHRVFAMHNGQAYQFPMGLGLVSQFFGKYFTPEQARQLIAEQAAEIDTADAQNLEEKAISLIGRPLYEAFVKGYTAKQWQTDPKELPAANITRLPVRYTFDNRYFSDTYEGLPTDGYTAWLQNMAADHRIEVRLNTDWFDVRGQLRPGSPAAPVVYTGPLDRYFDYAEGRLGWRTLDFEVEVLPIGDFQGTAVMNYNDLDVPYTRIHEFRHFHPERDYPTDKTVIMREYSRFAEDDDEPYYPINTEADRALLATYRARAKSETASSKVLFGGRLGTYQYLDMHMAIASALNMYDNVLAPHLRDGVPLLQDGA
BoNT A protease – blocks Botulinum neurotoxin A light chain protease | multiplex microsphere protease substrate cleavage, flow cytometry | actives 0.17% (n = 360,000) | inhibition, % at 10 µM; also: plate controls were buffer without enzyme for full effect and enzyme alone for no effect
Anthrax LF inh2 – inhibitors of Bacillus anthracis lethal factor protease; multiplex microsphere protease cleavage assay, LF; inhibition, % at 10 µM; P15917; actives 0.12% (n = 360,000); also: plate controls were buffer without enzyme for full effect and enzyme alone for no effect
PfHsp40 rescue – rescue of PfHsp40-mediated yeast toxicity; S. cerevisiae expressing PfHsp40, growth rescue, ATP luminescence; growth rescue, % at 12.5 µM; actives 0.68% (n = 340,000); in the data active = growth rescue above about 28%, passing the limit was not always enough; inconclusive = no clear call, values can overlap the other calls;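 also: yeast W303a lacking pdr1 and pdr3 grown in galactose medium; growth measured after three days at 30 °C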
GDH-TPI inh – GDH-TPI coupled enzyme inhibition counter-screen; GDH-TPI coupled enzyme counterscreen, NADH absorbance; inhibition, % at 4.8 µM; actives 1.2% (n = 360,000); AID 588335; in the data active = inhibition above about 30%;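 also: 0% = DMSO wells and 100% = wells lacking the enzyme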
Mtb FBA inh – Mtb fructose-bisphosphate aldolase inhibition | purified M. tuberculosis FBA, fluorescence read-out | inhibition, % at 1 µM | actives 2.3% (n = 360,000); in the data active = inhibition above about 27%;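 also: 0% = vehicle and 100% = reference inhibitor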
Target sequence (P9WQA3 whole entry, looked up): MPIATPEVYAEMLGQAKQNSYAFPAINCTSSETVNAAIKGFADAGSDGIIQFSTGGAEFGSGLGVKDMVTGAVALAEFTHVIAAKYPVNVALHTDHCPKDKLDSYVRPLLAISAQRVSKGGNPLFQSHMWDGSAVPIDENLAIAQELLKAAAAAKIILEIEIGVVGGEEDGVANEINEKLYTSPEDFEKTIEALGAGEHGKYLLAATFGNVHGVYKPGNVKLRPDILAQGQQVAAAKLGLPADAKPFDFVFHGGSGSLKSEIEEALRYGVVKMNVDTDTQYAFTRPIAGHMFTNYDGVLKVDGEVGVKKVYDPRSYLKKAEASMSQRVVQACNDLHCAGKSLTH
The depositor's hits bear a star; ? = inconclusive; / = not tested or not shown. Rule as the data show it, unless noted: active = inhibition above about 30%; inconclusive = no clear call, values can overlap the other calls; inactive = below that.

SMILES	FadD28 FP inh	Mtb BioA inh	BoNT F protease	UGM FP inh	BoNT A protease	Anthrax LF inh2	PfHsp40 rescue	GDH-TPI inh	Mtb FBA inh
Cc1ccc(C2Nc3ccc4ccccc4c3C3=C2C(=O)CC(C)(C)C3)o1 (stereo unspecified)	1.0	/	1.2	-1.1	2.9	-7.8	1.3	10.6	15.4
COc1ccccc1NC(=S)NC(=O)c1c(-c2ccccc2Cl)noc1C	-12.7	-1.8	-6.6	-0.4	-0.1	-0.8	0.0	7.8	0.3
CC1(C(=O)Nc2ccc(F)c(Cl)c2)Cc2c(-c3ccc(C(N)=O)cc3)ccnc2O1 (stereo unspecified)	-0.7	18.9	1.1	/	-0.3	-3.1	/	5.4	0.5
N#Cc1ccc(NC(=O)Cn2cnc(S(=O)(=O)N3CCCC3)c2)cc1	-1.5	-1.0	-5.9	1.3	-1.7	1.2	0.7	-3.7	4.1
COc1ccc(C(C)=O)cc1CC(C(=O)c1ccccc1)N(C)C (stereo unspecified)	-0.6	13.4	-6.4	1.6	0.3	-1.0	-1.5	-2.3	-2.8
N#CC1=C(N)Oc2cc(O)ccc2C1c1cccs1 (stereo unspecified)	-2.7	1.1	-4.2	-3.1	-0.2	-1.4	0.4	3.4	-1.1
CC1CCN(S(=O)(=O)c2ccc(NC(=O)CCN3C(=O)c4ccccc4C3=O)cc2)CC1	-2.4	/	0.2	-1.1	2.1	-5.4	0.1	-6.8	-2.2
Cc1c(Cl)ccc2sc(N3CCN(C(=O)C4=COCCO4)CC3)nc12	-4.3	5.2	-10.6	-0.6	-6.8	-4.3	0.9	-2.8	-1.8
Cc1ccc(NC(=O)C(C)N2C(=O)C3C4CC(C(Br)C4Br)C3C2=O)cc1 (stereo unspecified)	0.2	1.1	-2.6	2.7	-0.9	-2.0	2.1	-3.9	-0.4
CC(C)c1ccc(NC(=O)C2Cc3c(-c4cccc(C(N)=O)c4)ccnc3O2)cc1 (stereo unspecified)	-1.4	0.6	2.1	/	-0.1	-8.6	/	7.1	3.2
O=C(/C=C/c1ccccn1)c1cc(Cl)cc(Cl)c1O	-1.6	-1.1	-0.2	-3.5	0.8	-1.8	-0.3	12.0	0.4
Cc1ccc(C(=O)N/C(=C\c2ccc(-c3ccc(Cl)cc3)o2)C(=O)NCCCN(C)C)cc1	-5.2	/	-0.7	5.2	-0.3	0.0	-1.0	20.8	5.5
CC1CCCCC12NC(=O)N(CC(=O)OCc1cccc(F)c1)C2=O (stereo unspecified)	-4.2	-1.8	-0.9	-3.2	-2.5	-2.2	0.0	4.0	-0.8
C/C(=N\NC(=O)C1CCCN(S(=O)(=O)c2ccccc2)C1)c1cccnc1 (stereo unspecified)	-2.8	5.7	-2.8	2.4	0.5	-3.0	1.4	-8.8	0.4
O=C(CN1CCN(c2ccc([N+](=O)[O-])cc2Cl)CC1)N1CCOCC1	0.3	0.0	?	-1.3	-0.3	-6.8	-0.2	5.5	1.9
Nc1c(-c2ccc(Cl)cc2)cnn1-c1cccc([N+](=O)[O-])c1	-4.3	-2.2	-8.9	5.1	-1.0	-9.3	1.6	5.3	0.6
CCc1cc2c(SCC(=O)NC3CC3)ncnc2s1	-3.8	-0.6	-6.7	-2.3	-0.1	-7.1	-0.7	10.0	-1.7
CCOc1cc(N2CCOCC2)c(OCC)cc1NC(=O)COC(=O)c1cc(C)oc1C	-0.1	-1.4	1.0	-4.8	-0.2	-7.2	-0.8	3.9	-4.5
COCCn1cc(C(=O)NCCCOC(C)C)c2c3ccccc3n(C)c2c1=O	/	0.7	12.4	-1.7	1.0	3.9	0.3	3.5	30.0*
COc1cc(OC)cc(C(=O)NCCCNC(=O)c2cccnc2)c1	-2.9	/	4.5	1.1	-0.2	6.8	-0.9	-4.5	3.3
COc1ccc(C(CNc2ncnc3sc(C)c(C)c23)N(C)C)cc1 (stereo unspecified)	-0.4	2.7	-29.1	2.4	0.2	-4.3	0.9	9.6	1.2
CCn1c(CSc2nnc3ccccn23)nc2cc(C(=O)O)ccc21	13.3*	-0.2	13.0	6.0	0.6	-0.7	18.9	1.5	6.7
CC(=O)OCC(C)n1[nH]c2ccccc2c1=O (stereo unspecified)	-0.5	-0.7	-2.6	/	-0.5	-4.5	/	/	11.7
O=C(NNC(=S)Nc1cccc2ccccc12)c1cccc(Br)c1	0.6	2.4	-7.2	3.2	-0.6	-4.0	?	35.0*	8.8
Cc1cc(C)n2cc(CSc3nnc(N)s3)nc2n1	-2.1	11.6	-5.9	0.3	0.4	-6.1	0.4	6.4	4.6
O=C(CN(c1ccccc1)S(=O)(=O)c1ccc(F)cc1)NCc1cccs1	-0.1	-2.5	-0.3	0.7	-0.5	-0.7	-1.8	8.4	-2.8
O=C1C=C(c2ccc3c(c2)OCO3)C[C@@H](c2ccc3c(c2)OCO3)C1	0.9	-0.4	-0.4	0.2	0.1	-4.3	-1.1	10.8	0.2
CCC(=O)NC(=S)Nc1cccc(C(C)=O)c1	0.8	-1.6	-17.1	-0.3	-0.8	-3.0	-0.3	3.4	-3.2
CC(C)(C)c1ccc(Cc2n[nH]c(=S)[nH]c2=O)cc1	-1.4	-0.2	3.2	-2.2	-3.3	-2.3	-0.5	6.0	1.6
CC1(C)Cc2cccc(OCC(=O)N3CCN(c4cccc(C(F)(F)F)c4)CC3)c2O1	-4.0	-0.4	2.7	-1.4	-2.1	-0.6	41.0*	9.4	-2.4
CSc1ncccc1C(=O)Nc1ccncc1	-4.7	4.1	-0.6	-1.5	-1.3	-1.7	1.1	-0.7	-5.2
COc1cccc(C(=O)OCC(=O)c2ccc(S(=O)(=O)N3CCCCC3)cc2)c1OC	-1.3	-0.1	-18.5	/	-1.0	-3.4	-0.4	7.3	-0.5
Cc1ccc(-n2c(SCC(=O)N/N=C/c3ccccc3C(=O)O)nnc2-c2ccc(Cl)cc2)cc1	-3.7	-0.7	-8.5	0.4	-0.3	-10.8	-0.2	8.9	-4.7
COc1ccc(-c2ccc(NCCN3CCOCC3)nn2)cc1OC	-2.0	0.0	-29.4	3.4	-8.9	5.3	-2.0	2.5	-2.0
COc1ccccc1N(CC(=O)NC1CCCC1)C(=O)CCC(=O)Nc1ccccn1	-2.2	-0.5	-7.6	-4.4	-0.7	18.9	1.4	-6.6	-2.5
CNC(=O)C1=C(C)n2c(nc3ccccc32)NC1c1ccc(OC)cc1 (stereo unspecified)	-1.4	-0.5	-3.1	0.4	0.8	-3.8	0.9	12.2	2.0
CCOC(=O)CCCCNCc1ccccc1	0.0	-1.9	12.7	0.3	0.3	0.1	1.0	-5.0	-1.8
COc1cc(/C=C2\S/C(=N/S(=O)(=O)Cc3ccccc3)NC2=O)c([N+](=O)[O-])cc1OC	3.3	0.0	-7.3	-3.1	-0.4	-4.5	2.9	33.1*	-4.4
O=C(O)CNC(=O)c1ccc(NC(=O)/C(=C/c2ccccc2)NC(=O)c2ccccc2)cc1	-1.6	-1.8	1.9	1.9	-1.0	-7.6	1.5	5.0	1.1
O=C(O)CCc1ccc(-c2cccs2)n1CC(=O)Nc1ccccc1C(F)(F)F	-2.8	/	0.3	2.7	-0.3	5.5	-0.7	-7.4	6.8
COC(=O)c1ccc(N2CCN(C)CC2)c(NC(=O)COc2ccccc2)c1	0.5	-0.4	-21.4	0.6	-4.3	1.1	-0.8	-3.0	2.7
O=C(Nc1ccccc1)OCc1ccccn1	1.0	2.4	0.6	2.6	-0.3	1.6	-0.3	6.2	2.4
Oc1ccc(CN2CCc3ccccc3C2)c2cccnc12	-3.9	-0.7	-12.0	-5.0	-2.2	-3.2	-1.6	19.5	-2.7
COc1ccc(-c2ccc(C(=O)Nc3ccc4c(c3)OCO4)c3occc23)c(C)c1	-4.8	-1.9	-11.4	/	-0.5	-7.9	/	0.9	1.1
Cc1csc(SCc2nnc(-c3ccccc3Br)o2)n1	-0.9	1.4	-2.1	1.0	0.3	0.4	-1.4	3.5	2.9
CCCCCC(=O)NNC1=NCC(Cc2cccc(Cl)c2)S1 (stereo unspecified)	-3.1	/	-8.8	2.6	-1.6	-1.6	-0.5	-5.5	-3.7
CCCC1(C(=O)OCC)NC(c2ccc(O)cc2)C2C(=O)N(c3cccc(C(C)=O)c3)C(=O)C21 (stereo unspecified)	-1.6	-0.7	5.5	-0.6	-0.6	-13.0	0.1	-3.4	1.2
Cc1ccsc1C(=O)NCCc1c[nH]c2ccccc12	-3.8	4.0	0.5	0.5	1.5	-2.1	-0.5	-9.6	-2.2
O=C(CCCCCn1nnc2ccccc2c1=O)Nc1ccccc1Cl	-1.8	-3.6	-21.0	-1.4	-2.4	-5.3	1.6	0.9	2.4
COc1ccc(-c2cc3ccccc3n2CC(O)CNC(CO)(CO)CO)cc1 (stereo unspecified)	-0.2	-0.5	0.9	-1.9	0.6	-10.2	0.8	-2.2	20.6
COc1ccc(OCC(=O)N/N=C2/C=C(C)CC2)cc1	-2.5	/	-3.7	2.9	0.0	-0.4	-0.3	-3.9	-3.0
Cc1ccccc1C(=O)Nc1cccc(NC(=O)Cn2cnc3c(=O)n(C)c(=O)n(C)c32)c1	-2.1	-0.3	-0.3	2.5	-0.1	-4.0	0.1	-3.2	-0.6
O=C(Cn1c(NCCCO)nc2ccccc21)c1ccc([N+](=O)[O-])cc1	1.5	-5.3	-18.5	-1.8	-4.8	12.8	-1.6	19.8	4.7
COc1ccc(C(CNC(=O)CSc2ccccc2F)N2CCOCC2)cc1 (stereo unspecified)	-1.5	/	-2.8	-0.5	-0.6	-6.6	-1.7	7.2	-0.7
CCOCCCNCC(=O)Nc1ccc(OC(F)(F)F)cc1	0.7	-2.5	-0.7	-1.8	0.1	-2.8	2.5	5.6	5.3
CCCCNC(=O)N1c2ccccc2CC1C (stereo unspecified)	-0.1	/	-4.8	0.5	0.0	-0.2	0.5	7.9	-0.1
O=C(NC1CCCCC1)C(c1cccs1)N(C(=O)c1ccccn1)c1ccccc1 (stereo unspecified)	-3.5	-0.5	-2.0	-2.4	-0.1	0.5	-0.5	-7.0	-6.6
COc1cccc(N2CCN(S(=O)(=O)c3c(C)[nH]c(C)c3C(=O)N3CCCCC3)CC2)c1	-1.4	0.3	-1.2	0.7	1.7	2.0	-0.7	4.3	-1.3
COc1cc(C2Nc3c(F)cccc3C3C=CCC32)cc(Br)c1OC (stereo unspecified)	-4.0	/	6.1	-1.1	-1.0	-3.3	-2.3	9.0	-4.0
CN(Cc1cccc(Cl)c1Cl)C(=O)c1cccc(S(=O)(=O)N2CCN(Cc3ccccc3)CC2)c1	-3.2	-0.2	-0.9	1.1	1.0	-2.0	1.1	-1.0	-0.2

Next part:
SMILES	FadD28 FP inh	Mtb BioA inh	BoNT F protease	UGM FP inh	BoNT A protease	Anthrax LF inh2	PfHsp40 rescue	GDH-TPI inh	Mtb FBA inh
Cc1cccc2sc(N(CCCN(C)C)C(=O)CN3C(=O)c4ccccc4C3=O)nc12	-1.2	/	/	-1.7	/	/	-0.5	18.1	7.5
Cc1cc(C)cc(NC(=O)c2cccc(NC3=NC4CS(=O)(=O)CC4S3)c2)c1 (stereo unspecified)	-2.4	0.2	-1.2	-1.2	0.6	-6.3	0.9	3.9	1.9
CCn1cc(C(=O)N[C@@H](CCSC)C(=O)NCCCO)c(=O)c2cc3c(cc21)OCO3	0.4	/	-23.5	-0.6	-1.7	-4.4	0.0	9.6	5.9
C=CCc1c(C)[nH]c2c(OC)cccc2c1=S	-2.0	1.0	-1.3	2.1	0.6	1.1	0.1	3.1	13.9

An excerpt of these results, field by field.
Cc1cccc2sc(N(CCCN(C)C)C(=O)CN3C(=O)c4ccccc4C3=O)nc12
  FadD28 FP inh: -1.2 | Mtb BioA inh: / | BoNT F protease: / | UGM FP inh: -1.7 | BoNT A protease: / | Anthrax LF inh2: / | PfHsp40 rescue: -0.5 | GDH-TPI inh: 18.1 | Mtb FBA inh: 7.5
C=CCc1c(C)[nH]c2c(OC)cccc2c1=S
  FadD28 FP inh: -2.0 | Mtb BioA inh: 1.0 | BoNT F protease: -1.3 | UGM FP inh: 2.1 | BoNT A protease: 0.6 | Anthrax LF inh2: 1.1 | PfHsp40 rescue: 0.1 | GDH-TPI inh: 3.1 | Mtb FBA inh: 13.9
